MITF TRPM1 inh = reduces MITF-dependent TRPM1 promoter luciferase signal; inhibition, % at 12.5 µM; AID 488899; 330,000 tested, 0.83% active; SK-MEL-5 TRPM1 promoter luciferase, 24 h;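 active = mean inhibition across replicates of 60% or more, whatever share of single replicates reaches that level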; note: values of inactives mirror those of a sister screen read the other way
Peg3 prom inh = reduces Peg3 promoter-driven luciferase expression in HeLa; inhibition, % at 20 µM; AID 588405; 360,000 tested, 1.7% active; HeLa PEG-Prom luciferase reporter, luminescence, overnight;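 active = inhibition of at least 50% at 20 µM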
Shn3 inh set2 = Schnurri-3 reporter inhibition in Clone20 osteoblasts | inhibition, % at 12.5 µM | 360,000 tested, 0.52% active | AID 588674 | Clone20 osteoblast Shn3 3'UTR firefly luciferase, 24 h;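 active = mean inhibition of at least 75% with every replicate also reaching 75%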;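 note: 0% = median of neutral control wells and 100% = pilot-screen positive control compound; some compounds past the cut are filed as inactive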
KKLEB tox = CF airway cell cytotoxicity counter-screen; KKLEB CF airway cells viability, ATPlite luminescence, overnight; hits give low values; cells stimulated with P. aeruginosa culture filtrate; activity change (cytotoxicity), % at 5 µM; 360,000 tested, 0.36% active; AID 602141;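 active = corrected activity change at or below -50% at 5 µM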
TWEAK-Fn14 inh = TWEAK-Fn14 signaling inhibition | TWEAK-stimulated Fn14 reporter cells, luciferase luminescence, 8 h | inhibition, % at 10 µM | 360,000 tested, 2% active | AID 1159606; in the data active = inhibition above about 50%
NR2E3 ag-1 = NR2E3 (human) agonism; 320,000 tested, 0.12% active; AID 2300; Q9Y5X4; GST-NR2E3/biotin-RetCOR TR-FRET, 1536-well; inhibition of corepressor binding, % at 4.78 µM;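 active = percent inhibition above the cutoff of mean plus 3 SD of all tested compounds, set per screening campaign, cut at about 20% in these data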;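 note: 0% = DMSO wells and 100% = biotin wells as full block of FRET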
Target sequence (Q9Y5X4 whole entry, looked up): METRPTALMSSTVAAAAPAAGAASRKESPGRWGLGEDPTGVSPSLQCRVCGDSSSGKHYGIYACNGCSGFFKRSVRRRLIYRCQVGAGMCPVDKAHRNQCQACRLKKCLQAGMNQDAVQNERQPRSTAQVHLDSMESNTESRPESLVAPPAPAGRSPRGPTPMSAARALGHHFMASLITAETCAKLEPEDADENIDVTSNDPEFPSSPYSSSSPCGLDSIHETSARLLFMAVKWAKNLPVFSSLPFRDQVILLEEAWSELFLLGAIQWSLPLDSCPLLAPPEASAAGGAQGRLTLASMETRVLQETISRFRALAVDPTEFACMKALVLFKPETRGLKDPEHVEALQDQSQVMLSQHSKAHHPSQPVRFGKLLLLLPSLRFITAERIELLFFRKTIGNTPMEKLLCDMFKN
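Assay system: NR2E3–RetCOR corepressor complex. Quantity: 1.35 nM GST-NR2E3. Buffer or medium: pH 7.5 Tris-based buffer. Reagent: biotinylated RetCOR corepressor at 7 nM final. Schedule: 5 h at 4 °C. Detection: TR-FRET, emission read at 617 and 671 nm. Replicates: one well per compound, singlicate testing.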
C8 TRAIL sens = sensitizes caspase-8 expressing cells to TRAIL; NB7+C8 cells + TRAIL, ATPlite viability luminescence; inhibition (viability loss, TRAIL sensitization), % at 10 µM; 360,000 tested, 1% active;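 active = compounds causing at least 50% loss of cell viability in the single-dose screen, relative to plate controls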
HIF-2a inh = HIF-2a inhibition. inhibition, % at 18.8 µM. 786-0 RCC cells HIF-2a reporter, luciferase luminescence, overnight. 360,000 tested, 0.72% active;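 active = inhibition of the luminescence signal of 40% or more relative to plate controls, in a single-dose primary screen at 18.75 µM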
TROY NFkB inh = TROY signaling inhibition | AID 1347056 | 360,000 tested, 0.98% active | inhibition, % at 10 µM | Q293 LMP1-TROYcd NF-kB luciferase reporter, 4 h;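 active = compounds whose plate-normalised and pattern-corrected inhibition of the luciferase reporter signal at the single screening dose is 50% or more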
CF NFkB inh = inhibitors of cystic fibrosis induced NF-kB; KKLEB NF-kB-GFP reporter, PAF-induced, GFP fluorescence overnight; inhibition, % at 5 µM; 360,000 tested, 0.86% active; AID 588850;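 active = at least 50% inhibition at 5 µM, scaled per plate between neutral and stimulator controls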;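 note: PAF is a Pseudomonas aeruginosa culture filtrate used as stimulus; plate controls were PAF-stimulated DMSO wells for no effect and unstimulated DMSO wells for full effect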
NR2E3 ag-2 = agonists of human NR2E3 nuclear receptor. Q9Y5X4. CHO-S Gal4-NCOR/VP16-NR2E3 two-hybrid, luciferase. inhibition of corepressor binding, % at 3.98 µM. 360,000 tested, 0.35% active. AID 602229;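 active = inhibition above the mean of all tested compounds plus 3 SD, cut at about 70% in these data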;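 note: 0% = DMSO with NR2E3 transfected cells and 100% = cells lacking NR2E3 construct; higher means lower luciferase signal from less NR2E3 corepressor binding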
The depositor's hits bear a star; / = not tested or not shown. Only part of the results is shown; count on the stated rates, not on these rows.

SMILES	MITF TRPM1 inh	Peg3 prom inh	Shn3 inh set2	KKLEB tox	TWEAK-Fn14 inh	NR2E3 ag-1	C8 TRAIL sens	HIF-2a inh	TROY NFkB inh	CF NFkB inh	NR2E3 ag-2
COc1ccc(S(=O)(=O)NN=C2CCCCC2)cc1	-1	6	9	-2	-7	2	-13	-4	2	-7	-21
Cn1c(NCc2ccccc2)nc2c1c(=O)n(Cc1ccc(Br)cc1)c(=O)n2C	9	51*	20	0	23	3	14	25	24	2	-3
COc1ccc(Cl)cc1NC(=S)N1CCC(c2ccc(C)cc2)C1 (stereo not given)	3	-2	5	-10	-18	2	-4	-2	-7	24	21
CCN(CC)C(=O)C1=C(C)N(Cc2ccc(OC)cc2)C(=O)C(CC(=O)NC2CC2)C1 (stereo not given)	/	-19	-25	2	0	/	4	15	13	-5	2
CC(C)Cn1c(CN(Cc2ccccc2)Cc2ccccc2)nc2c1c(=O)n(C)c(=O)n2C	/	17	3	-5	11	5	-3	23	17	14	-18
CCc1cccc(CC)c1NC(=S)NCC(c1cccnc1)N(C)C (stereo not given)	-11	12	-14	-4	31	-5	3	17	-8	-11	-3
CCCCn1c(N)c(N(CCOC)C(=O)CCCc2nc3ccccc3s2)c(=O)[nH]c1=O	1	3	-2	9	7	-3	6	8	-4	-4	5
Nc1n[nH]c2cc(=O)n(-c3cccc(C(F)(F)F)c3)nc12	-13	12	-7	-12	-16	-1	-1	-6	4	12	-11
CCNC(=S)Nc1cc(Cl)ccc1Oc1ccccc1	0	8	-12	3	-2	-1	4	19	-1	-8	-1
O=c1cc(Cn2nnc(-c3ccc(Cl)cc3)n2)nc2sccn12	-3	17	15	-12	4	-3	5	5	-6	-5	-13
CCn1c(COc2ccc(OC)cc2)nnc1SCC(=O)Nc1cc(OC)ccc1OC	4	7	-9	5	-2	4	-6	14	1	-5	-22
Cc1ccc(NC(=O)COC(=O)Cn2cnc3ccccc32)c(C)c1	7	-2	-6	-4	-14	/	-2	0	-16	-11	2
O=C(COC(=O)Cc1c[nH]c2ccccc12)NCCc1ccccc1	5	-3	-5	-11	-7	0	1	20	-16	-1	-29
Cc1ccc2nc(NC(=O)C3CCCN(S(=O)(=O)c4cccc5nsnc45)C3)sc2c1 (stereo not given)	19	3	-10	-12	30	0	1	-38	-7	5	-31
CCN1CCN(C(c2nnnn2Cc2ccc3c(c2)OCO3)C(C)C)CC1 (stereo not given)	5	11	-20	-13	-2	-1	-10	10	5	9	-18
COc1ccc2[nH]c(O)c(N=NC(=O)Cc3cccs3)c2c1	-19	-63	-15	6	-28	-2	1	-153	-26	6	-22
CN(C1CCCCC1)S(=O)(=O)c1ccc(NC(=O)c2ccco2)cc1	-6	9	20	4	10	0	-4	11	-1	-1	3
CCCc1nnc(NC(=O)CN2C(=O)c3ccccc3C2=O)s1	8	2	1	8	-16	-3	5	15	1	-2	-4
COc1ccc(Nc2nc(NCC3CCCO3)nc(N)c2[N+](=O)[O-])cc1 (stereo not given)	1	24	13	-14	-3	1	-11	11	-4	16	22
Cc1ccc(S(=O)(=O)NC2CC2)cc1	6	1	-38	-4	-22	-2	-4	13	4	-5	-16
CCN(CC)c1ncnc2c1ncn2[C@H]1CN(CCOC)C[C@@H](CO)O1	/	2	-6	2	-1	/	-10	14	1	-13	2
O=C(Nc1ccc2c(c1)CN(Cc1ccccc1O)CC2)C1CCCO1 (stereo not given)	-1	1	5	5	-2	1	-20	6	-5	10	21
O=C(NCCCCNC(=O)C(F)(F)F)C(F)(F)F	7	0	-8	1	-21	-5	-5	13	10	-37	-14
O=C(O)C1=CCCc2ccc(F)cc21	5	2	66	14	1	/	-17	17	-10	-9	-6
CCCCN(C(=O)c1c(CC)noc1C)c1c(N)n(CC(C)C)c(=O)[nH]c1=O	-5	8	-16	22	-5	4	3	10	-8	8	-20

More results follow.
SMILES	MITF TRPM1 inh	Peg3 prom inh	Shn3 inh set2	KKLEB tox	TWEAK-Fn14 inh	NR2E3 ag-1	C8 TRAIL sens	HIF-2a inh	TROY NFkB inh	CF NFkB inh	NR2E3 ag-2
CN(Cc1ccccc1)C(=O)CCc1ccccc1	-14	-1	-2	1	-8	0	2	12	-4	-1	-6
Cn1cnnc1SCC(=O)c1ccc2c(c1)NC(=O)CO2	15	20	-2	-17	8	0	-12	-5	-6	2	-1
COc1ccc(NC(=O)Nc2c(C)n(-c3ccccc3)c(=O)n2C)cc1OC	-4	13	12	4	41	-2	-8	6	/	9	-10
CCC(C)C(NC(C)=O)C(=O)NC(=O)NC(c1ccccc1)c1ccccc1 (stereo not given)	6	2	-8	-11	-1	-3	-1	13	-2	-1	2
Nc1nc(N)c2[nH]c(-c3ccccc3)nc2n1	-3	-36	-13	21	13	/	-5	-64	-35	-13	-13
CCCCCOc1ccc(C(O)C(CN2CCOCC2)c2ccccc2)cc1 (stereo not given)	23	13	11	8	-1	/	28	10	3	-28	5
O=C(O)c1ccc(S(=O)(=O)NCC2CCCO2)cc1 (stereo not given)	2	-4	-9	0	-6	1	2	6	3	6	-27
Cc1ccc(CC(=O)O/N=C(\N)c2cccc([N+](=O)[O-])c2)cc1	8	-21	3	13	-12	-1	-16	-19	-16	-15	-2
CC(C)(C)OC(=O)NN1CC(=O)N2Cc3ccccc3C[C@@H]2C1=O	1	8	-17	-2	-19	1	3	7	9	-3	21
COc1ccccc1N1CCc2c(C)nc3c(OC)cccc3c21	-10	8	79	3	-47	2	10	23	-21	-11	-10
CCOc1ccc(-c2nnc(NC(=O)c3ccc(OCC(C)C)c(OC)c3)o2)cc1	-1	-23	29	-6	15	4	11	-74	/	9	-30
Cc1nc(SCc2ccc(Cl)cc2)ncc1C(=O)O	-20	-24	-3	-6	-6	6	5	-67	-38	4	-55
O=C(CNC(=O)c1cccc(F)c1)OCc1cc(=O)n2cc(Br)ccc2n1	-1	-6	12	3	-38	-4	-3	3	-72	8	-8
CC(NC(=O)C(=O)NN=C1CCCCCCC1)c1ccccc1 (stereo not given)	1	0	-1	9	12	2	4	-31	13	11	-15
NC(=S)NN=C1c2cc(OCCN3CCOCC3)ccc2-c2ccc(OCCN3CCOCC3)cc21	79*	107*	22	-38	6	-6	84*	19	75*	-51	-14
CC(Sc1nc2ccccc2c(=O)n1C)C(=O)N(C)C1CCCCC1 (stereo not given)	27	10	88*	-7	44	1	25	2	29	-2	95*
O=C(OCC(=O)N1CCC(Cc2ccccc2)CC1)c1ccc[nH]c1=O	-2	18	-3	4	-5	1	-1	-2	-7	-8	-6
Clc1ccc(-n2nnnc2CN2CCOCC2)cc1Cl	-2	1	3	3	11	1	-4	19	7	-9	10
CCn1c(=O)c(C(=O)Nc2ccccn2)c(O)c2ccccc21	-4	-5	-5	-26	-8	7	0	-45	-21	-30	-21
CCn1nnnc1SCC(=O)N1N=C(c2cccs2)CC1c1cccs1 (stereo not given)	-18	-94	-13	-5	-6	/	-22	-89	-56	35	-14
Cc1ccc(NC(=O)C2CC(=O)NC(N3CCCCC3)=N2)cc1Cl (stereo not given)	13	9	-15	-3	8	0	5	-6	9	-7	5
CCN(CC(=O)NCc1cccs1)C(=O)CCOc1ccccc1C	-14	-6	7	19	0	4	7	11	-5	-31	17
CCc1c(C)nc2[nH]ncn2c1=O	8	1	-3	-3	-4	/	-3	15	0	7	3
COCCNC(=O)Cn1c(=O)n(Cc2ccco2)c(=O)c2ccccc21	7	-8	8	-12	17	0	-7	11	0	25	-10
CC(=O)c1c(C)[nH]c(C(=O)OCc2cc(=O)n3cc(Br)ccc3n2)c1C	0	10	23	-14	-44	2	18	-8	31	-6	-12

Part of the list above in order of length of the SMILES, ascending.
SMILES	MITF TRPM1 inh	Peg3 prom inh	Shn3 inh set2	KKLEB tox	TWEAK-Fn14 inh	NR2E3 ag-1	C8 TRAIL sens	HIF-2a inh	TROY NFkB inh	CF NFkB inh	NR2E3 ag-2
CCn1c(=O)c(C(=O)Nc2ccccn2)c(O)c2ccccc21	-4	-5	-5	-26	-8	7	0	-45	-21	-30	-21
CCn1nnnc1SCC(=O)N1N=C(c2cccs2)CC1c1cccs1 (stereo not given)	-18	-94	-13	-5	-6	/	-22	-89	-56	35	-14
COCCNC(=O)Cn1c(=O)n(Cc2ccco2)c(=O)c2ccccc21	7	-8	8	-12	17	0	-7	11	0	25	-10
O=C(OCC(=O)N1CCC(Cc2ccccc2)CC1)c1ccc[nH]c1=O	-2	18	-3	4	-5	1	-1	-2	-7	-8	-6
CCC(C)C(NC(C)=O)C(=O)NC(=O)NC(c1ccccc1)c1ccccc1 (stereo not given)	6	2	-8	-11	-1	-3	-1	13	-2	-1	2

Following part.
SMILES	MITF TRPM1 inh	Peg3 prom inh	Shn3 inh set2	KKLEB tox	TWEAK-Fn14 inh	NR2E3 ag-1	C8 TRAIL sens	HIF-2a inh	TROY NFkB inh	CF NFkB inh	NR2E3 ag-2
CCOc1ccc(/C=C/C(=O)Oc2ccccc2)cc1	-2	-26	-15	2	-52	2	-13	-52	-48	-21	-2
CC(C)C(NS(=O)(=O)c1cccs1)C(=O)NCc1ccccc1 (stereo not given)	6	9	10	2	20	2	-16	7	-4	3	-5
Cc1csc(NC(=O)C2CCCN(S(=O)(=O)c3cccnc3)C2)n1 (stereo not given)	3	-5	-33	-4	6	1	0	10	2	-6	-15
CSCCC(NS(=O)(=O)c1ccc(Cl)cc1)C(=O)OCc1c(Cl)cccc1Cl (stereo not given)	11	34	26	-7	26	1	-11	12	28	11	37
O=C(Cc1ccc(Cl)cc1)NN1C(=O)c2ccccc2C1=O	6	9	6	6	-2	3	-3	24	7	5	3
CCN(CC)S(=O)(=O)c1ccc(N2CCOCC2)c(NC(=O)c2ccc(NC(C)=O)cc2)c1	-17	14	7	-2	-9	0	6	11	2	5	-10
Cc1ccc2[nH]c3c(=O)n(CC(=O)NCCc4ccc(Cl)cc4)ncc3c2c1	2	9	5	-6	-12	-3	33	13	-15	-4	11
CCCCN1C(=O)c2ccc(C(=O)Nc3cccc(C)c3C)cc2C1=O	-27	1	5	8	-19	-2	-6	-20	-40	-13	-32
Cc1ccccc1Nc1c(-c2ccncc2)nc2ccc(Br)cn12	0	7	8	-17	-26	-3	-10	3	41	-22	-30
CCOC(=O)c1cc(S(=O)(=O)N2CCCC2)cn1C	11	6	16	2	-7	0	-3	5	18	17	-9
COC(=O)c1ccc(Oc2coc3cc(OCc4cnn(-c5ccccc5)c4)ccc3c2=O)cc1	21	16	18	-8	-19	0	0	11	8	10	-2
Cc1cccc(OCCC(=O)Nc2cc(S(=O)(=O)N3CCCCC3)ccc2N2CCOCC2)c1	5	-15	18	-4	6	-2	-20	-43	13	-12	-34
Cc1cc(NC(=O)CSc2nc3ccccc3c(=O)n2-c2ccccc2)no1	3	8	22	-8	-3	-1	0	4	2	10	-1
CCN(CC)CCNc1c2c(c(C#N)c3nc4ccccc4n13)CCCC2	26	-14	3	-9	1	1	18	0	-2	-24	-25
COc1ccc2[nH]c(=O)c(CN(CCc3ccccc3)C(C)=O)cc2c1	1	9	1	0	-10	-1	-4	19	10	6	-13
CC1CN(C(=O)c2ccc(OC3CCN(Cc4ccccn4)CC3)cc2)CCN1C (stereo not given)	2	3	-5	5	-3	6	-4	14	7	18	18

Compound activity from PubChem BioAssay.
